High-throughput results (PubChem)
AmpC det inh: AmpC beta-lactamase inhibition, detergent assay; purified AmpC, nitrocefin hydrolysis with detergent; Potency, µM (series often up to 28.7 µM), for the others: at the highest dose activity change, negative = inhibition; actives 0.09% (n = 71,000); P00811; AID 584; active means well fitted curve in the direction sought with a large enough effect
Target sequence (P00811 whole entry, looked up): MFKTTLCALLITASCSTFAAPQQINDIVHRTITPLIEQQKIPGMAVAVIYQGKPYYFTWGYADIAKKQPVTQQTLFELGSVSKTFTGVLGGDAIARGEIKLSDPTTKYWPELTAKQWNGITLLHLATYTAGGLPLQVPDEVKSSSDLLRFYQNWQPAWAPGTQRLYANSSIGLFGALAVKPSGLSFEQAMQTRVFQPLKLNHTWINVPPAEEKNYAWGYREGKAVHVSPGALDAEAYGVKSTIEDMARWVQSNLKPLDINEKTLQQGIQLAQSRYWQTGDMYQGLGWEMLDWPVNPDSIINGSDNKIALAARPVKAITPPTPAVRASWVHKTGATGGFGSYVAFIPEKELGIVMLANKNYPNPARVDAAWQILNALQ
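E. coli AmpC (5.3 nM) in 20 mM phosphate pH 7.0 with 0.01% Triton X-100, preincubated 15 min RT with compound; nitrocefin (2 uL of 800 uM stock) hydrolysis followed by 480 nm absorbance every 20 s over 4 min.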
Numbers without * were called inactive; & = joins results of further samples; [ ] = dose if it differs, or a comment. On the % scale 0 is the no-effect control and ±100 the full control effect; potency means the concentration at half of the fitted maximal effect. An excerpt. The share of hits here may be higher or lower than overall.

Compound | AmpC det inh
COc1ccccc1C1(CC(=O)O)CCOC(C(C)C)C1 (stereo not drawn) | -2.6%
Cc1cc(C(F)(F)F)nn1Cc1ccc(C(=O)NCc2ccco2)o1 | -3.5%
O=C(c1cccc(F)c1)N1CCC[C@@]2(CCN(Cc3ccccc3)C2)C1 | -2.2%
CC1CCN(CCCNC(=O)c2ccc(CS(=O)(=O)Cc3ccccc3F)o2)CC1 | 16.1%
COCCOCC(O)CN1CCN(c2ccc(C)cc2)CC1 (stereo not drawn) | -2.1%
COC(=O)c1ccc(NS(=O)(=O)c2ccc(SC)cc2)cc1 | -3.4%
O=C(Cc1cccs1)N1CCCC(c2nc3c(nnn3Cc3ccccc3Cl)c(=O)[nH]2)C1 (stereo not drawn) | 13.1%
NC(N)=N/N=C(\c1ccc(Cl)cc1)C1CC1 | -0.4%[5.75 µM]
ClC(Cl)(Cl)Cl | 12.0%&8.3%
Cc1cc(C)nc(SC(C)C(=O)Nc2ccc(S(N)(=O)=O)cc2)n1 (stereo not drawn) | -5.0%
Cc1nc2ccc(Cl)cc2[nH]1 | 9.6%
C(=N\n1cnnc1)/c1ccc2ncccc2c1 | -2.3%
O=C(Nc1ccc2c(c1)OCO2)c1c(Cl)nc2sccn12 | -3.5%
COc1ccccc1C(=O)Nc1ccc(C(=O)O)cc1 | -7.2%
Cc1cccc(C)c1NC(=O)CS(=O)CC(=O)NC1CCCc2ccccc21 (stereo not drawn) | 1.0%
COc1ccc(CCNC(=O)CCn2c(=O)oc3ccccc32)cc1OC | 9.7%
CN(Cc1ccco1)c1cc(-c2cccnc2)ncn1 | 11.4%
COCC(=O)N1CCC2(CCCN(C(=O)Nc3cccc(C#N)c3)C2)CC1 | -1.6%
Cn1c(C(=O)N2CCCC(C(=O)NCCCc3ccccc3)C2)cc2sccc21 (stereo not drawn) | -7.1%
CC(=O)c1cccc(N=C2C(=O)Nc3ccccc32)c1 | 24.9%
CC12CN3C(O)C(C)(C1)CC(C)(C2)C3O (stereo not drawn) | -3.0%
c1ccc(CCCNc2nnnc3ccccc23)cc1 | -1.1%[5.75 µM]
CC(C)(Oc1ccc(Cl)cc1)C(=O)Nc1ncccn1 | 7.7%
CC(=O)NC(CCS(C)(=O)=O)C(=O)Nc1cccc(C)c1C (stereo not drawn) | 11.8%
CCC(=O)Nc1nc2cc(OC)ccc2s1 | -5.6%
O=C(CSc1nc2[nH]ncc2c(=O)n1-c1ccccc1)N1CCCc2ccccc21 | 7.7%
O=C(O)c1c(-c2ccccc2)c2oc3ccccc3c2[nH]c1=O | -3.4%
COc1ccc(-c2cc(C(=O)NC3CCCC3)no2)cc1OC | -4.5%
CC(NC(=O)Cn1cc2c(n1)CCCCC2)c1ccccc1 (stereo not drawn) | 5.6%
Cc1cnc(C(=O)Nc2cccc3cccnc23)cn1 | -0.5%
O=C(NC1=NCCS1)NC12CC3CC(CC(C3)C1)C2 | -2.7%
CCOc1ccc(C(=O)NCC(C)CN(C)C)cc1OCC (stereo not drawn) | -0.4%

An excerpt from above in order of formula weight, descending.
Compound | AmpC det inh
COc1ccc(-c2cc(C(=O)NC3CCCC3)no2)cc1OC | -4.5%
NC(N)=N/N=C(\c1ccc(Cl)cc1)C1CC1 | -0.4%[5.75 µM]
CC12CN3C(O)C(C)(C1)CC(C)(C2)C3O (stereo not drawn) | -3.0%

Further records
Compound | AmpC det inh
O=S(=O)(c1ccc(Sc2nnc3ccccn23)nc1)N1CCOCC1 | -0.6%
Cc1ccc(OCC(=O)OC2CCS(=O)(=O)C2)cc1 (stereo not drawn) | -1.4%
Cn1nnnc1SCC1=C(C(=O)O)N2C(=O)[C@@H](NC(=O)[C@@H](O)c3ccccc3)[C@@H]2SC1 | -2.7%[12.8 µM]
O=[N+]([O-])c1c(Cl)cc(Cl)cc1Cl | 12.0%
CCCCNC(=O)c1cc2c(-c3ccc(Cl)cc3)nn(C)c2s1 | 11.6%
COc1cc(OC)c(C2N(c3cc(C)on3)C(=O)C3CCCN32)cc1OC (stereo not drawn) | -1.4%
COc1ccc(-c2nc3cnc(N4CCNCC4)nc3n(Cc3cccs3)c2=O)cc1 | -1.2%
O=C(NO)c1ccc(OC(F)F)cc1 | -1.0%

In the list so far, 4 contain two or more sulfur atoms:
Compound | AmpC det inh
COC(=O)c1ccc(NS(=O)(=O)c2ccc(SC)cc2)cc1 | -3.4%
Cc1cc(C)nc(SC(C)C(=O)Nc2ccc(S(N)(=O)=O)cc2)n1 (stereo not drawn) | -5.0%
O=S(=O)(c1ccc(Sc2nnc3ccccn23)nc1)N1CCOCC1 | -0.6%
Cn1nnnc1SCC1=C(C(=O)O)N2C(=O)[C@@H](NC(=O)[C@@H](O)c3ccccc3)[C@@H]2SC1 | -2.7%[12.8 µM]

Other entries follow.
Compound | AmpC det inh
Cc1nc2cc(C(=O)N3CCC4(CC3)OCCO4)ccc2n1-c1ccc(Br)cc1 | 0.2%
O=C(Cn1ncc2c1-c1ccccc1OC2)N1CCc2ccccc21 | 11.0%
Cc1c(C(=O)NCC2CCCO2)oc2ccc(S(=O)(=O)N3CC(C)CC(C)C3)cc12 (stereo not drawn) | 11.9%
CC(C)CCC[C@@H](C)[C@@H]1CC[C@@H]2[C@H]3CC[C@H]4C[C@@H](N)CC[C@@]4(C)[C@@H]3CC[C@]21C | -2.5%[5.75 µM]
CC(Sc1nc(-c2ccccc2)cc(C(F)(F)F)n1)C(=O)N1CCC(C(N)=O)CC1 (stereo not drawn) | -2.7%
C=CCOc1ccc(/C(O)=C2\C(=O)C(=O)N(CCCOC)C2c2ccc(O)c(OC)c2)cc1 (stereo not drawn) | 13.8%
N#CCCn1nnc(-c2ccccc2F)n1 | 10.4%
CCOC(=O)N1CCN(C(=O)c2nn(-c3ccc(C)cc3)c(=O)c3c2c2ccccc2n3C)CC1 | 6.7%
Cc1noc(C)c1C(=O)N1CCC2(CCN(Cc3nccs3)CC2)CC1 | 1.0%
CCCS(=O)(=O)N1CCCC(C(=O)NCCN2CCCCC2C)C1 (stereo not drawn) | 0.7%
CCOC(=O)CC(=O)CSC1=C(C#N)C(c2ccccc2OC)CC(=O)N1 (stereo not drawn) | 9.8%
CC(C)Oc1ccc(C(=O)NCc2cccnc2)cc1 | -3.8%
Cc1ccc(Cn2ccc(NC(=O)c3noc4c3CCCCC4)n2)cc1 | 1.0%
CCC(=O)Nc1nc(C)cc(SCC(=O)OC)n1 | 14.2%
CCCCC(=O)Nc1ccc(C(=O)NCc2ccncc2)cc1 | -3.9%
CSC1=C(C#N)C(c2cccc(Br)c2)CC(=O)N1 (stereo not drawn) | -0.7%
c1ccc(CSc2nnc(-c3ccncc3)o2)cc1 | 4.2%
O=C(Nc1nncs1)c1ccc(N2C(=O)C3C4C=CC(C4)C3C2=O)cc1 (stereo not drawn) | 10.4%
CCOC(=O)C1=C(c2ccccc2)OC(N)=C(C#N)C1C(C)C (stereo not drawn) | -4.8%
COc1ccc(C2C(C(=O)c3cccs3)=C(O)C(=O)N2c2nncs2)cc1 (stereo not drawn) | 6.6%
Nc1nnc(-c2cc3ccccc3oc2=O)s1 | 1.5%
CSc1nsc(SC)c1NC(=O)OCc1ccccc1 | 0.7%
C=CCn1c(NC(=O)c2ccc(C)cc2)c(C#N)sc1=N | -4.0%
O=C(CSc1nc(O)c(Cc2ccccc2F)c(=O)[nH]1)N1CCCCCC1 | 11.5%
COCC(=O)N(Cc1ccc(OC)cc1)Cc1nc2ccccc2c(=O)[nH]1 | 9.2%
CC(C)OC(=O)CN1C(=O)C(C)(C)Oc2ccc(C(=O)NC3CC3)cc21 | 15.5%
O=C(CSc1nc(N2CCCCC2)nc(N2CCCCC2)n1)c1ccccc1 | 1.0%
Cc1c(C(=O)CN2CCOCC2)[nH]c2ccccc12 | -1.1%
CCCS(=O)(=O)c1c(S(=O)(=O)CCC)c2c3ccccc3ccn2c1C(N)=O | -0.3%
COc1ccc(NC(=O)C2CCCN2c2ccc(OC)c(OC)c2)cc1OC (stereo not drawn) | -1.0%
N#C/C(=C(/O)CN1CCOCC1)c1nc2ccccc2s1 | -3.9%
Cc1nnc(SCc2ccc(Cl)cc2)n1CC1CCCO1 (stereo not drawn) | -3.2%

Continued:
compound	AmpC det inh
COc1cc2c(cc1NCc1ccccn1)oc1ccccc12	-0.7%
Oc1ccc(CN2CCCCC2)nc1-c1ccccc1	-2.3%
COc1cc2cc(CN(CCO)S(=O)(=O)c3ccccc3Cl)c(=O)[nH]c2cc1OC	-3.1%
CC(C)NC[C@H](O)COc1cccc2[nH]ccc12	-2.8%
COc1ccc(Oc2ncc3nc(-c4ccc(Cl)cc4)c(=O)n(C4CC4)c3n2)cc1	-3.9%
COc1ccc(NC(=O)N(Cc2ccc(C)cc2)Cc2ccccn2)c(OC)c1	6.6%
CCOC(=O)CSc1nnc(Cn2nnc(-c3ccccc3)n2)n1C	-0.8%
COc1ccc(NC(=O)c2ccccc2NS(C)(=O)=O)cc1OC	-1.8%
COC(=O)NCc1ccc(Cl)c(Cl)c1	5.9%
CCC1c2ccc(C)n2CCN1C(=O)Nc1ccc(F)cc1 (stereo not drawn)	-3.3%
c1ccc2c(c1)[nH]c1c(NCC3CCCO3)ncnc12 (stereo not drawn)	-2.9%
O=C(Nc1cn(-c2ccccc2)nc1-c1cccs1)c1ccco1	-1.6%
Cc1nn(-c2ccccn2)c2c1-c1nc(N)ncc1CC2	-1.1%
CN(C)CCCNC(=O)CC(c1ccccc1)c1ccccc1O (stereo not drawn)	-4.6%
CN1C(=O)C2(C(C#N)=C(N)Oc3n[nH]c(-c4ccc(Cl)cc4)c32)c2ccccc21 (stereo not drawn)	-1.9%
COc1ccc(-c2nc3n(n2)C(c2ccccc2Cl)C(C(N)=O)=C(C)N3)cc1 (stereo not drawn)	9.9%
CC(C)c1ccc(/C=C2\C=C(c3ccc4ccccc4c3)OC2=O)cc1	-4.8%[5.75 µM]
O=C(CCN1C(=O)C2C3C=CC(C3)C2C1=O)NCCc1ccccc1 (stereo not drawn)	-3.5%
CC(CNC(=O)C1CCCCC1)NC(=O)C1CCCCC1 (stereo not drawn)	9.8%
CC(C)COC(=O)n1c(SCC(=O)N(C)C)nc2ccccc21	13.5%
Cc1nn2c(N3CCN(c4ccccn4)CC3)cc(C(C)C)nc2c1-c1ccccc1	3.5%
O=C(CCc1nc(-c2ccccc2)no1)NCC1CCCO1 (stereo not drawn)	-2.9%
COc1ccccc1CNc1ccnc(-c2cccnc2)n1	8.2%
COc1ccc(Cn2nnnc2C(c2cccs2)N2CCOCC2)cc1 (stereo not drawn)	-1.6%
CCC[C@@H]1C[C@@]1(CCC)C(NC(=O)c1ccc(-c2ccccc2)cc1)c1cccc(Cl)c1 (stereo partly drawn)	-4.2%
COc1ccc2c(c1)CCc1c(C(=O)NCCc3ccc(OC)c(OC)c3)noc1-2	0.3%
CC(C)C[C@@H](CC(=O)N[C@@H](CCCN)CC(=O)N[C@@H]1CCCC[C@H]1C(=O)N[C@H](CC(=O)N[C@@H](CCC(=O)O)CC(=O)O)Cc1ccccc1)NC(=O)[C@@H]1CNCC[C@H]1N	19.6%
Cc1cnc(CNc2ccnc(-c3ccc(C(=O)N(C)C)cc3)n2)cn1	3.5%
COc1ccc(C2=Nn3c(nnc3-c3cccnc3)SC2)cc1	0.9%
C=CCn1c(NCCO)nc2sc3c(c2c1=O)CCC3	9.9%
C=CCn1c(SCC(=O)O)nnc1-c1ccc(C(C)(C)C)cc1	-0.7%
CCOC(=O)Cn1nnc(-c2ccc(OCC(C)C)cc2)n1	-0.9%
Nc1nc(SC/C=C\c2ccccc2)c2[nH]cnc2n1	-6.0%[5.75 µM]
CCOC(=O)c1ccc(N2C(=O)CC(N3CC(C)OC(C)C3)C2=O)cc1 (stereo not drawn)	-3.6%
O=C1C2C3C=CC(C3)C2C(=O)N1CCCO (stereo not drawn)	-2.0%
CCOC(=O)c1c(C)c(C(=O)NCC2CCCO2)c(C)n1C (stereo not drawn)	-1.7%
COC(=O)COc1cccc(NC(=O)c2ccccc2)c1	-1.5%
C=CCN1CCN(c2nc3ccccc3nc2C#N)CC1	0.2%
COCCn1c(SCc2ccc(C(=O)OC)o2)nc2cc(Cl)ccc2c1=O	-4.0%
Fc1cccc(F)c1CN1CCN(Cc2c(F)cccc2F)CC1	-1.9%
CC12C(=O)N(Cc3ccccc3)C(=O)C1C1C=CC2C1 (stereo not drawn)	-3.7%
Cc1cccc(NC(=O)C2CCCN(C(=O)NC3CCCCC3)C2)c1C (stereo not drawn)	-1.8%
O=C(CSc1ccc2c(c1)OCCO2)NCCN1C(=O)CSC1=O	20.9%
CCCCN(C(=O)Cn1nnc2ccccc21)C(C(=O)NCCOC)c1ccc(OC)cc1 (stereo not drawn)	-3.4%
CC(C)(O)C#Cc1ccc(C(=O)N2CCCC2C(=O)O)s1 (stereo not drawn)	-3.2%
O=C(Nc1ccccc1)N1CCCCC1c1cccnc1 (stereo not drawn)	-3.3%
CC1(C)CC(=O)C2=C(C1)NCN(Cc1ccccc1)C2	-4.0%
CC(C)[C@@H](CC(=O)N[C@@H]1CCNC[C@H]1C(=O)N[C@H](CC(=O)N[C@@H](CCC(=O)O)CC(=O)O)Cc1ccccc1)NC(=O)C[C@H](Cc1c[nH]c2ccccc12)NC(=O)[C@@H]1CCCC[C@H]1N	-6.7%
O=C(CCn1nc(-c2ccccc2)c2ccccc2c1=O)N1CCN(c2ccccc2)CC1	-2.3%
COc1cccc(NC(=O)c2ccccc2NS(C)(=O)=O)c1	-2.0%
c1coc(CN2CN=C(Nc3nc4ccccc4s3)NC2)c1	-2.6%

Fetched one by one from the list above (5):
compound	AmpC det inh
CN(Cc1ccco1)c1cc(-c2cccnc2)ncn1	11.4%
C=CCn1c(NCCO)nc2sc3c(c2c1=O)CCC3	9.9%
CC(C)NC[C@H](O)COc1cccc2[nH]ccc12	-2.8%
CC(NC(=O)Cn1cc2c(n1)CCCCC2)c1ccccc1 (stereo not drawn)	5.6%
CC1(C)CC(=O)C2=C(C1)NCN(Cc1ccccc1)C2	-4.0%
